hgDAF-12 ag: H. glycines DAF-12 receptor agonists, primary screen, cell-based, luminescence, HEK293, GAL4 fusion, UAS-luciferase | AID 687014, 2013 | 1.8% of 370,000 active | HEK293 GAL4-hgDAF12 UAS-luciferase reporter, agonist luminescence; normalized to butyrate control | activation, % at 6.8 µM;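 active = activation above a cutoff set at the mean of all screened compounds plus 3 SD, cut at about 10% in these data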;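 note: 0% = DMSO wells and 100% = sodium butyrate wells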
NR1D1 modulator: modulators of Rev-erb alpha DNA binding, primary screen, biochemical, FITC-DNA, fluorescence polarization, uHTS. Rev-erbα–FITC-DNA binding, 90 min. activity, % at 10 µM. 0.79% of 370,000 active. AID 1259318, 2017;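 active = activity above about 14%, limit read from the data; passing the limit was not always enough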;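 note: 0% = DMSO wells with 35 nM protein and 100% = DMSO wells with 750 nM protein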
DAX1 inh-1: DAX1 (NR0B1) inhibitors, primary screen, cell-based, HEK293, Gal4-DAX1, luciferase luminescence | Nuclear receptor subfamily 0 group B member 1 (Homo sapiens), P51843 | HEK293 Gal4-DAX1 luciferase reporter | inhibition, % at 6.75 µM | 0.99% of 340,000 active | AID 504766, 2011;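 active = inhibition above the mean over all tested compounds plus 3 SD, cut at about 4.2% in these data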;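 note: 0% = DAX1-transfected cells with DMSO and 100% = empty-vector control cells with DMSO; inhibition shows as a rise in luminescence from relieved DAX1 repression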
Target sequence (P51843 207-470 limits assumed): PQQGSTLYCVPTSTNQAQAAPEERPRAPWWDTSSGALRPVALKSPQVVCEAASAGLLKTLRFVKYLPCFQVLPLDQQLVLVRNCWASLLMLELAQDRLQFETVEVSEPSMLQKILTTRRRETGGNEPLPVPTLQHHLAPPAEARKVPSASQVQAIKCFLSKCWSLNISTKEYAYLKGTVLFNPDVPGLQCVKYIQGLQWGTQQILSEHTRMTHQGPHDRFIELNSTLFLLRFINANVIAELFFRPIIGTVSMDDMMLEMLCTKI
FXN GAA850 act: FXN promoter activators, primary screen, cell-based, luciferase luminescence, HEK293 lucGAA850; HEK293 lucGAA850 FXN promoter luciferase reporter, 24 h; percent of 10 µM SAHA response; activation, % at 6 µM; 0.56% of 360,000 active; AID 540364, 2011;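 active = activation above the average of all compounds screened plus 3 SD, cutoff fixed separately per campaign, cut at about 7.5% in these data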;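 note: 0% = DMSO wells and 100% = 10 µM SAHA wells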
hcDAF12 agonist: H. contortus DAF-12 nuclear receptor activators, primary screen, cell-based, luminescence, HEK293, lit1-tk-luc reporter. activation, % at 6.8 µM. 1.4% of 370,000 active. AID 652067, 2013. HEK293 hcDAF-12 lit1-tk-luc reporter; 0% DMSO, 100% Δ7-dafachronic acid;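 active = activation above the mean of all tested compounds plus 3 SD, cut at about 5.5% in these data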;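 note: 100% = response to 3 µM Δ7-dafachronic acid high control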
PG9 Ab binder: binders of HIV-1 gp120 antibody PG9, primary screen, biochemical, TR-FRET. HIV-1 gp120 / PG9 antibody interaction. AID 624416, 2012. TR-FRET gp120-PG9 antibody binding. inhibition, % at 6.7 µM. 0.43% of 360,000 active; in the data active = inhibition above about 8.5%
HGIII-sPLA2 inh: human group III sPLA2 inhibitors, primary screen, biochemical, QFRET, BODIPY PC-A2 liposome substrate; Group 3 secretory phospholipase A2 (Homo sapiens), Q9NZ20; QFRET BODIPY PC-A2 liposome hydrolysis, fluorescence; inhibition, % at 12.2 µM; 0.56% of 370,000 active; AID 743126, 2013;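 active = inhibition above mean plus 3 SD of compounds lying within the high and low control bounds, cut at about 19% in these data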;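 note: 0% = median of test compound wells and 100% = no enzyme DMSO wells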
Target sequence (Q9NZ20 whole entry, looked up): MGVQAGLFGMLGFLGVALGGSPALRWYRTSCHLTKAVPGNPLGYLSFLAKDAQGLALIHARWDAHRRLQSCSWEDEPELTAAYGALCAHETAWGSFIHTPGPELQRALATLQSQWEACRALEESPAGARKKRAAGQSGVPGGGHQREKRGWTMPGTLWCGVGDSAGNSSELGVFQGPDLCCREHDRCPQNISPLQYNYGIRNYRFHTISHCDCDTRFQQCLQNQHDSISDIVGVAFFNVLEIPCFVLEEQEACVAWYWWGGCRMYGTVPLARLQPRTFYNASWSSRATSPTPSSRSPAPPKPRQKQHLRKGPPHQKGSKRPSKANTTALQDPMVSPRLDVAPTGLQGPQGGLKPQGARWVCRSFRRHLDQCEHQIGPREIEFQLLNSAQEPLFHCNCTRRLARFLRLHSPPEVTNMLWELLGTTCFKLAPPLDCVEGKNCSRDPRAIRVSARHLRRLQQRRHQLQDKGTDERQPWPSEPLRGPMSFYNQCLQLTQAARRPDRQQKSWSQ
PLCb3 inh: human PLC-beta3 inhibitors, primary screen, biochemical, fluorescence; 1-phosphatidylinositol 4,5-bisphosphate phosphodiesterase beta-3 (Homo sapiens), Q01970; Purified PLC-beta3, fluorogenic substrate; inhibition, % at 12.2 µM; 0.18% of 370,000 active; in the data active = inhibition above about 11%;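 note: 0% = median of compound wells on plate and 100% = full blocker control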
DAX1 inh-2: DAX1 (NR0B1) inhibitors on StAR promoter, primary screen, cell-based, luminescence, SF-1 (NR5A1), full-length DAX-1; HEK293T StAR-luciferase reporter, SF-1/DAX-1 repression relief; inhibition, % at 6.8 µM; 1.1% of 370,000 active; AID 652010, 2013;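 active = inhibition above the mean over all tested compounds plus 3 SD, cut at about 3.6% in these data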;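 note: 0% = DAX-1 cells with DMSO and 100% = cells lacking DAX-1 with DMSO; higher inhibition means more luminescence from relief of DAX-1 repression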
SMARCA2 activ: SMARCA2 (BRM) function activators, primary screen, cell-based, luminescence, high throughput; MG213 cells, MMTV-luciferase reporter, dexamethasone, overnight; activation, % at 9.1 µM; 1% of 370,000 active; in the data active = activation above about 7.8%;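 note: 0% = vehicle wells and 100% = reference activator wells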
ssDAF-12 act: S. stercoralis DAF-12 nuclear receptor activators, primary screen, cell-based, luminescence, HEK293, GRIP1 co-expression, lit1-tk-luc; Nuclear hormone receptor DAF-12 (Strongyloides stercoralis); HEK293 ssDAF-12/GRIP1 lit1-tk-luc reporter; % of 3 µM dafachronic acid response; activation, % at 6.8 µM; 1% of 370,000 active; AID 652126, 2013;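 active = activation above the mean over all tested compounds plus 3 SD, cut at about 0.9% in these data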;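 note: 0% = DMSO-only wells and 100% = 3 µM delta7-dafachronic acid wells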
* hit, by the source's call; . = no result given.

SMILES	hgDAF-12 ag	NR1D1 modulator	DAX1 inh-1	FXN GAA850 act	hcDAF12 agonist	PG9 Ab binder	HGIII-sPLA2 inh	PLCb3 inh	DAX1 inh-2	SMARCA2 activ	ssDAF-12 act
O=C(COc1ccccc1)N1CCN(S(=O)(=O)c2cccc([N+](=O)[O-])c2)CC1	2.4	-1	-0.5	-1.3	-1.3	-0.5	-1	-4	-0.1	-2	-1.8
O=C(NCc1ccco1)C(=O)c1c[nH]c2ccccc12	1.6	3	0.1	-0.6	2.3	-2.7	-5	2	0.6	2	-1.3
COc1ccc(CCN=Cc2ccccc2O)cc1OC	2.1	5	3.6	1.0	1.5	0.2	3	-6	-0.3	-1	-1.5
O=C(OCC#CCSc1nnc(-c2ccccc2F)o1)c1ccc(F)cc1	2.2	-8	.	.	1.6	.	-11	0	.	.	-0.9
Cc1ccnc(N2CCC(C(=O)NCc3ccc4c(c3)OCO4)CC2)n1	3.7	-1	1.1	-6.0	-1.2	4.7	3	-7	1.1	-3	-1.5
CC1CCCCN1c1nnc(NC(=O)c2cc(-c3ccc(Br)cc3)on2)s1 (configuration not stated)	1.2	-6	0.7	-3.0	0.3	-0.9	8	-11	-0.5	0	-1.3
CCOC(=O)c1[nH]c(C)c(C(=O)Nc2ccccc2F)c1C	10	-4	-0.6	-3.7	0.7	0.1	-1	0	-0.9	3	-0.8
Cc1noc(NS(=O)(=O)c2ccc(NC(=O)COc3ccccc3)cc2)c1C	-0.3	6	-0.7	-1.1	0.6	-0.5	-11	4	-0.3	1	-1.9
Cc1cc(C)n(-c2ccc(Cl)c(C(=O)Nc3cc(C(F)(F)F)ccc3Cl)n2)n1	-3.2	15	0.5	-0.1	0.2	-0.9	8	-3	-0.2	-3	-1.9
COc1ccc(CCNC(=O)c2cccnc2SC)cc1	-1.3	-3	-0.1	1.1	-1.0	0.2	4	-1	0.2	-4	-1.4
COc1ccc(CC(=O)Nc2cccc(C(=O)O)c2C)cc1	1.3	0	0.1	2.5	1.4	0.6	7	0	0.9	1	-1.1
O=C(NCc1ccco1)c1nc(-c2ccccc2)n(-c2ccccc2)n1	-2.3	2	2.2	-1.6	0.7	1.5	-1	0	0.2	-6	-0.8
CSc1ccc(/C=N\Nc2nncn2N)cc1	-9.7	-8	-0.8	1.0	-1.3	1.4	-4	-10	-1.7	2	-1.5
O=C(NCc1ccccc1Cl)C1CCCN(c2ncccn2)C1 (configuration not stated)	2.2	-3	.	.	-2.5	.	-1	-11	-1.0	-1	-1.5
COc1cc(CN2CCN(C(=O)CC(C)C)CC2)c([N+](=O)[O-])cc1OC	-1.8	1	2.1	1.1	-0.8	-0.7	10	-15	-0.4	-3	-1.4
Cc1ccc(S(=O)(=O)N(C)c2c(C)ccc(S(=O)(=O)NC(C)(C)C)c2C)cc1	-1.4	-7	.	-3.3	-1.7	-1.4	-15	3	-0.7	-1	-1.3
COc1ccccc1NC(=O)CSc1nc2ccccc2c(=O)n1CC1CCCO1 (configuration not stated)	0.1	9	1.8	-1.0	-0.8	1.1	8	0	-0.1	2	-0.9
CCN1CCCC1CNC(=O)c1ccc2c(=O)n(CCOC)c(=O)[nH]c2c1 (configuration not stated)	0.3	1	0.3	-1.1	0.4	0.7	2	-110	-0.3	-5	-0.9
O=C(NC1CCCC1)c1cc(S(=O)(=O)N2CCOCC2)c(Cl)cc1Cl	2.2	11	-1.6	-1.3	0.0	-1.9	2	2	-0.3	-2	-1.0
Nc1c(C(=O)NCc2ccco2)nnn1CC(=O)Nc1ccc2c(c1)OCO2	-0.9	-1	1.7	1.3	-0.4	-0.8	8	-9	0.1	-4	-2.2
O=C(NC1CCCC1)C(c1ccccn1)N(C(=O)c1csnn1)C1CCCC1 (configuration not stated)	-0.8	2	-0.7	2.3	-0.1	-0.4	4	5	-1.1	-3	-1.4
CCCCN1C(=O)C(CC(=O)NCc2cccc3ccccc23)CC(C(=O)N(CC)CC)=C1C (configuration not stated)	-0.7	5	-0.6	0.6	-1.0	1.3	-1	2	-0.5	2	-0.9
COc1cccc(OC)c1C(=O)OCC(=O)NC(=O)NCc1ccccc1	-4.3	5	-0.4	-1.8	-0.2	1.1	-5	-6	0.2	-4	-0.7
Nc1ccccc1S(=O)(=O)c1ccccc1N	-0.6	-16	0.8	-1.1	0.1	-1.3	-9	-2	0.0	5	-1.6
Cc1cc(C(=O)OCC(=O)c2c(N)n(C)c(=O)n(C)c2=O)c(C)n1-c1ccccc1	-1.4	-5	0.6	0.1	-1.2	-0.4	-4	-1	0.2	-1	-0.9

Other entries follow:
SMILES	hgDAF-12 ag	NR1D1 modulator	DAX1 inh-1	FXN GAA850 act	hcDAF12 agonist	PG9 Ab binder	HGIII-sPLA2 inh	PLCb3 inh	DAX1 inh-2	SMARCA2 activ	ssDAF-12 act
c1ccc(-c2nc3ccccc3nc2-c2ccccn2)nc1	0.7	-2	0.5	0.7	1.2	-1.2	3	4	0.3	1	-1.8
FC(F)(F)c1cc(-c2cccs2)nc(NCc2ccco2)n1	1.1	7	-0.1	2.6	-1.5	0.2	-6	-21	-0.8	-3	-0.4
O=C(COC(=O)[C@@H]1CC(O)CN1S(=O)(=O)c1ccc2c(c1)OCCO2)NCc1ccc(F)cc1 (some centres not stated)	1.5	-1	-0.1	0.6	-0.9	-0.1	3	0	0.1	1	-0.8
C=CCn1c(N2CCN(c3ccc(OC)cc3)CC2)nc2c1c(=O)n(C)c(=O)n2C	-5.0	-5	-1.8	0.5	-3.4	-2.2	4	-4	-0.8	-2	-2.1
Cc1cccc(NC(=O)NC2CCCCCCC2)c1C	-0.4	-5	0.6	2.9	-0.3	0.0	4	-3	0.0	0	-0.8
COc1ccc(CC(=O)N(C)CC(=O)Nc2ccc(F)cc2)cc1S(=O)(=O)N1CCOCC1	-0.2	9	0.8	0.1	1.2	-0.9	-13	-5	0.6	-1	-1.3
CCN(CCCNC(=O)CN1C(=O)COc2ccccc21)c1ccccc1	1.2	2	-2.0	-1.6	-0.2	-0.7	-3	4	0.5	0	-1.4
Cc1cc(S(=O)(=O)N2CCN(CC(=O)N(C)Cc3ccccc3)CC2)ccc1Br	-2.1	-3	-0.7	-0.1	-1.7	1.9	-16	-13	-2.6	-1	-0.7
O=C(NCC(=O)N1CCOCC1)c1ccc(Cl)cc1	1.4	5	0.7	0.2	-1.2	-2.6	6	-10	0.8	0	-1.2
Cc1ccc(NS(=O)(=O)c2ccc(C(=O)N3CCC3)cc2)cc1	-0.5	3	0.9	-1.0	-2.5	1.1	5	-12	-2.6	-1	-1.1
COc1ccc(N2CCN(C(=O)CSc3nc4ccccc4c(=O)[nH]3)CC2)cc1	0.5	5	1.5	1.4	1.2	-0.4	4	-4	-0.5	-2	-1.1
C[C@H](CO)N1C[C@H](C)[C@@H](CN(C)S(=O)(=O)c2ccc(F)cc2)Oc2c(NC(=O)Nc3ccccc3)cccc2C1=O	-0.4	-1	-1.4	-5.9	-2.2	-0.4	-10	0	0.0	1	-1.1
CCC(OC(=O)c1nsc(Cl)c1Cl)C(=O)NCCc1ccccc1 (configuration not stated)	0.6	2	0.4	0.5	-0.4	-1.0	3	-6	0.6	1	-0.5
C[C@H]1CNCCN1c1ccc(N2CCS(=O)(=O)CC2)c(C#N)c1	2.6	-6	.	.	2.7	-1.5	8	-34	1.2	0	-0.6
Cc1ccc(/C(CSc2nccn2-c2ncc(C(F)(F)F)cc2Cl)=N\O)cc1	-3.4	6	-2.4	-1.8	0.4	1.3	-18	2	-1.1	-2	-1.1
O=C(O)C1CCCCC1C(=O)NCc1ccccc1 (configuration not stated)	0.8	-1	1.6	-1.3	-0.6	0.1	2	-1	0.0	3	-0.8
N#CCCN1CCN(S(=O)(=O)c2ccc(S(=O)(=O)NCc3ccccc3)cc2)CC1	-1.3	-9	5.4*	-1.0	0.1	0.1	-14	3	1.8	0	-1.6
CC1(C)N=C(N)NC(Nc2ccccc2)=N1	1.2	2	0.1	1.6	-0.3	-1.0	5	2	-0.6	-3	-0.7
Cc1cc(Cl)c2ccc3ccccc3c2n1	-2.8	0	-0.3	0.5	-2.5	-3.1	3	1	-0.8	-3	-1.7
COc1ccc(Cl)cc1NC(=O)C1CC(=O)N(C2CCCCC2)C1 (configuration not stated)	0.0	-3	1.3	0.5	-2.2	-1.9	-9	1	0.5	-2	-0.7
CCNc1nc2c(c(=O)[nH]c(=O)n2C)n1CC(C)C	-0.6	-8	-0.7	1.4	-2.4	-0.8	-8	3	0.6	3	-1.1
S=c1nc(C2COc3ccccc3O2)[nH][nH]1 (configuration not stated)	0.2	3	-0.9	1.9	0.0	0.5	2	0	0.2	0	-0.9
O=C(CSc1ccc(-c2cccnc2)nn1)Nc1ccccc1F	2.2	-5	0.8	1.2	-1.8	-1.4	2	-7	-0.6	-1	-0.9
O=c1[nH]c2ccccc2n1C1=CCCC1	-2.6	-1	-0.5	3.0	-0.7	0.8	1	-1	-0.1	-1	-1.1
CCSc1nc(=S)cc(C)[nH]1	-0.2	2	0.8	2.8	-0.2	1.6	11	3	-0.1	-4	-1.1
C[C@H]1CN([C@@H](C)CO)C(=O)c2cccc(NC(=O)Nc3ccc(C(F)(F)F)cc3)c2O[C@@H]1CN(C)C(=O)Nc1ccc(F)cc1	1.3	-4	-0.1	-4.9	-1.4	-1.2	-27	0	-0.2	0	-1.3
COC(=O)CNC(=O)CNC(=O)c1nn(-c2ccc(OC)c(OC)c2)c(=O)c2ccccc12	-1.4	1	0.9	-0.1	0.2	-3.3	0	-7	0.4	0	-0.8
O=C(COc1coc(CN2CCc3ccccc3C2)cc1=O)Nc1ccc(F)cc1	-0.4	-1	0.8	0.7	0.4	-0.2	8	0	-0.8	-2	0.5
O=S(=O)(c1ccccc1)c1nc(NCc2ccccc2)sc1Cl	-2.7	-3	-1.0	0.4	-0.8	-1.2	-10	0	-0.8	-1	-1.0

Rows are unselected (roughly 7% active in at least one column).
